# DT40 TDP1 CPT: DT40-hTDP1 cell growth loss with CPT. Potency, µM (series often up to 46.2 µM), without a hit: at the highest dose activity change, negative = growth inhibition, usual class: inhibitors. 12% of 420,000 active. chicken DT40 Tdp1-/-;hTDP1 cells + 20 nM CPT, ATP luminescence, 48 h; note: nearly all actives have a fitted effect of over 55% in size
#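 Chicken DT40 Tdp1-/- cells complemented with human TDP1, 400 cells/well, exposed to compounds plus 20 nM camptothecin for at least 48 h at 37 C; viability read as ATP content by CellTiter-Glo luminescence.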
# DT40 TDP1 no CPT: qHTS for Inhibitors of human tyrosyl-DNA phosphodiesterase 1 (TDP1): qHTS in cells in absence of CPT; 15% of 420,000 active; Potency, µM (doses to about 46.2 µM), for the others: at the highest dose activity change, negative = growth inhibition, usual class: inhibitors; DT40 Tdp1-/- hTDP1 cells, no CPT, ATP luminescence, 48 h; note: nearly all actives have a fitted effect of over 55% in size
#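 Chicken DT40 Tdp1-/- cells complemented with human TDP1, screened without camptothecin (DMSO vehicle only), 400 cells/well. Compounds pin-transferred, cells incubated at 37 °C for at least 48 hr. Growth read as ATP-dependent luminescence (CellTiter-Glo, 30 min at RT).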
# TDP1 block: blocks human tyrosyl-DNA phosphodiesterase 1 | 0.28% of 350,000 active | Potency, µM (doses to about 130 µM), without a hit: at the top dose activity change, negative = inhibition, actives largely listed as inhibitors | recombinant TDP1, AlphaScreen DNA substrate cleavage | AID 485290; note: nearly all actives have a fitted effect of over 40% in size
# Target sequence (Q9NUW8 whole entry, looked up): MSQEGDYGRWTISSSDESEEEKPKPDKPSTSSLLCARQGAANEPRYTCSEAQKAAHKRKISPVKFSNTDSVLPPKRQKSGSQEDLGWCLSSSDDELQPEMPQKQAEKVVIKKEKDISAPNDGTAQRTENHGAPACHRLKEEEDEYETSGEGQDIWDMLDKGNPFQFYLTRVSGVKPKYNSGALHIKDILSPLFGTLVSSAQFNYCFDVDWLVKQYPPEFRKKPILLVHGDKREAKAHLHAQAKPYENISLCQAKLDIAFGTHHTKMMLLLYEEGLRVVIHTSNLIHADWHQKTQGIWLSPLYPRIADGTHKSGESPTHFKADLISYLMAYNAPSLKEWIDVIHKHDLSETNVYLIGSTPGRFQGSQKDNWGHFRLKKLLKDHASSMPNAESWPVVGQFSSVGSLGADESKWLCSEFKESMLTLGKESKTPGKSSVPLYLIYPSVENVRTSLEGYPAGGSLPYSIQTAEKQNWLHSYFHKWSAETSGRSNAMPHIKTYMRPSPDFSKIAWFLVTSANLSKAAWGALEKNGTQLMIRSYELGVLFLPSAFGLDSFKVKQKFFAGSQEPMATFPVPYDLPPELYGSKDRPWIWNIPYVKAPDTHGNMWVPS
#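 Compounds were preincubated with Tdp1 (1 nM final) for 15 min at room temperature before substrate (15 nM final) started a 5 min reaction; beads (10 ug/ml final) were then added for 10 min before AlphaScreen detection.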
# * hit, by the source's call; ? = inconclusive; . = not tested or not shown; [ ] = remark or other dose. Calls come from the whole dose curve; as a rule, active = well fitted curve in the direction sought with a large enough effect; inconclusive = small, poorly fitted or top-dose-only effect, or another doubt; inactive = no such curve, though single readings can be large; an effect the other way counts as inactive or inconclusive. % is set by controls: 0 for no effect and ±100 for the full control effect; potency is the fitted concentration of half-maximal effect.
# Every second line gives: DT40 TDP1 CPT	DT40 TDP1 no CPT	TDP1 block
CC(=O)Nc1ccc(NC(=O)C2CCCN(S(=O)(=O)c3ccc(-n4cnnn4)cc3)C2)cc1 (stereo not given)
→ 1%	-5%	0%
CC(C)(CC1(C)NC(=O)NC1=O)OCc1ccccc1 (stereo not given)
→ 0%	7%	.
COc1cc(OC)cc(C(=O)NNC(=O)c2ccc(-n3cncn3)c([N+](=O)[O-])c2)c1
→ 3%	-7%	-8%
CCCCNc1nc2ccccc2nc1Cl
→ -6%	-25%	8%
CN(C1CCS(=O)(=O)C1)S(=O)(=O)c1ccc2ccccc2c1 (stereo not given)
→ -5%	-18%	-17%[0.505 µM]
O=c1ccc(-c2ccccc2)n[nH]1
→ 13%	0%	0%
Cc1oc(C(=O)O)cc1COc1ccccc1Cl
→ 4%	1%	2%
O=S(=O)(NCCc1cccs1)c1ccc(Br)cc1
→ 0%	2%	.
N#CC(/C(=N/S(=O)(=O)c1cccs1)c1ccccc1)c1nc2ccccc2[nH]1 (stereo not given)
→ -25%	7.3µM*	7%
COc1ccc2[nH]cc(CCN=C3SCC(=O)N3C)c2c1
→ -11%	-10%	7%
O=C(COc1cccc2ccccc12)N/N=C/C=C/c1ccccc1
→ -3%	10%	2%
CCOC(=O)Cn1nnnc1CN(CCc1ccccc1)Cc1cc2cc(CC)ccc2[nH]c1=O
→ 18µM*	?	3%
CCOC(=O)c1cn(CC(=O)Nc2ccc(CC)cc2)nn1
→ 1%	4%	5%
CN(C)S(=O)(=O)c1cccc(NC(=O)COC(=O)CCOc2ccccc2)c1
→ 4%	10%	8%
CCOc1ccc(-c2nonc2NC(=O)c2oc3cc(C)c(C)cc3c2C)cc1OCC
→ -1%	?	-6%
CN1CCN(CCNC(=O)c2cc3c(=O)n(C)c4ccccc4c3n2C)CC1
→ -26%	-16%	3%
O=C(NCCc1ccc(F)cc1)Nc1ccccc1
→ ?	24%	.
Cc1c(N2C(=O)/C(=C/c3ccc(N(C)C)cc3)N(C)C2=S)c(=O)n(-c2ccccc2)n1C
→ 4%	-21%	.
COCCNC(=O)c1cc2nc3c(c(C(F)(F)F)n2n1)CCc1ccccc1-3
→ 21%	-5%	-6%
CNC(=O)c1cc(Oc2ccc(NC(=O)c3[nH]c(-c4ccccc4)c4c3C(=O)N(C)C4=O)cc2)ccn1
→ ?	?	.
O=C(O)CSc1sc(=S)sc1SCC(=O)O
→ -16%	4%	-1%
COc1ccc(NC(=O)C(=O)NCc2ccco2)cc1
→ -5%	-2%	0%[12.3 µM]
CCN(CC)c1c(C)nc2ccc(C(=O)NCc3ccc4c(c3)OCO4)cn12
→ -13%	?	.
CCCCn1c(N)c(N(CCOC)C(=O)c2ccc(N(C)S(=O)(=O)c3ccc(C)cc3)cc2)c(=O)[nH]c1=O
→ -1%	-16%	-2%
CS(=O)(=O)N1CCC(C(=O)Nc2cc(Cl)c(Cl)cc2Cl)CC1
→ 31%[activator]	-20%	.
CC(C)Cc1cc(C(=O)Nc2ccc(F)cc2F)no1
→ 3%	2%	5%
CCN(CC)CCNC(=O)CCc1c(C)nc2c(c(C)nn2-c2ccc(C)c(C)c2)c1C
→ ?	16µM*	.
CCOc1ccc(C(=O)NC(=S)Nc2ccccc2N2CCCCC2)cc1[N+](=O)[O-]
→ 18µM*	?	3%
COc1ccc(-n2c(CNC(=O)c3cccc(OC)c3OC)nnc2SC)cc1
→ -1%[9.04 µM]	-13%	.
O=C(NC1=C(Nc2ccc(F)cc2)C(=O)c2ccccc2C1=O)c1ccc(Cl)cc1
→ 21µM*	?	2%

# Entries from the list above that contain a Cl atom (4):
# Every second line gives: DT40 TDP1 CPT	DT40 TDP1 no CPT	TDP1 block
CCCCNc1nc2ccccc2nc1Cl
→ -6%	-25%	8%
Cc1oc(C(=O)O)cc1COc1ccccc1Cl
→ 4%	1%	2%
CS(=O)(=O)N1CCC(C(=O)Nc2cc(Cl)c(Cl)cc2Cl)CC1
→ 31%[activator]	-20%	.
O=C(NC1=C(Nc2ccc(F)cc2)C(=O)c2ccccc2C1=O)c1ccc(Cl)cc1
→ 21µM*	?	2%

# (cont.)
# Every second line gives: DT40 TDP1 CPT	DT40 TDP1 no CPT	TDP1 block
O=C(COc1cc(F)ccc1[N+](=O)[O-])NCCCc1ccccc1
→ -5%	-20%	8%
Nc1cc(OCC(F)(F)F)cc([N+](=O)[O-])c1
→ 0%	-7%	8%
O=C(Nc1ccn(Cc2ccccc2)n1)c1cccc(F)c1
→ 4%	-29%	-1%
COc1cc(/C=N/NC(N)=S)ccc1OCC(=O)Nc1ccc(C)cc1
→ ?	-27%	-4%
CCOc1ccc(-n2c(-c3ccccc3)c[n+]3c2CCC3)cc1
→ 1µM*	1µM*	5%
NC(=O)C(CCCCN1CCCCC1)(c1ccccc1)c1ccccc1
→ ?	3%	.
CCOC(=O)C1=C(O)C(=O)N(Cc2ccc(C(C)(C)C)cc2)CC1
→ ?	-23%	.
CCOC(=O)c1c(C)n(C)c2ccc(OC(=O)c3ccoc3)cc12
→ 3%	-5%	0%
COc1cc2c(cc1OC)C(C(=O)O)C(c1cc(Br)c(O)c(OC)c1)N(C)C2=O (stereo not given)
→ 10%	-3%	1%
C[C@@H]1CN([C@H](C)CO)C(=O)c2cc(Br)cnc2O[C@@H]1CN(C)C(=O)Nc1cccc(F)c1
→ -11%	0%	.
Cc1ccc(S(=O)(=O)c2c(N)n(-c3ccccc3)c3nc4ccccc4nc23)cc1
→ ?	?	-9%
O=C(/C=C\Nc1ccc2c(c1)OCO2)c1cccs1
→ 0%	-19%	0%
COc1cc(C(=O)COC(=O)C2CC2(Cl)Cl)cc(OC)c1OC (stereo not given)
→ -2%	-21%	1%
CCOC(=O)c1cnc(SCC(=O)Nc2cccc(OC)c2)nc1N
→ ?	?	0%
CN1CCN(C2=C(Cl)C(=O)N(c3cccc(Cl)c3)C2=O)CC1
→ -9%	-4%	8%
CCOC(=O)c1c(NC(=O)CSc2cn(CCNC(=O)c3ccc(OC)cc3)c3ccccc23)sc2c1CCCC2
→ ?	?	7%
COc1ccccc1C(=O)C1CCCN(C(=O)c2cccc(Cn3cccn3)c2)C1 (stereo not given)
→ ?	?	3%
Cc1ccc(NC(=O)c2nc(S(C)(=O)=O)ncc2N(Cc2cccc(F)c2)Cc2ccco2)cc1C
→ ?	?	7%
COc1ccc(N/C=C2\CCOC2=O)cc1
→ -9%	15%	4%
CCC1Oc2ccccc2N(CC(=O)NC2CCCCC2C)C1=O (stereo not given)
→ -28%	0%	4%
Cc1oc2ccc(O)cc2c1C(=O)c1ccc(F)cc1
→ -25%	-12%	.
Cc1cc(C)n(CCCO)c(=O)c1C#N
→ 11%	0%	4%
COc1ccccc1N1CCN(C(=O)NCc2ccc(Cl)cc2)CC1
→ -8%	?	0%
COc1ccc(-c2noc(N(c3nc(-c4ccc(OC)c(OC)c4)no3)c3ccccc3OC)n2)cc1OC
→ -6%	-26%	6%
Cc1ccc2c(CC(=O)OCc3csc(C)n3)coc2c1
→ -5%	-12%	-2%
O=C(C1CCCN(Cc2ccccc2[N+](=O)[O-])C1)N1CCCC1 (stereo not given)
→ 22%	-16%	.
Cc1ccc(-c2nc3cc(C)c(Br)c(C)n3c2CC(C)(C)C)cc1
→ 9.2µM*	16µM*	.
COc1cc(S(=O)(=O)N2CCCCCC2)ccc1Cl
→ ?	?	-2%
c1ccc2c(c1)Nc1cc3ccccc3cc1O2
→ 2%	?	.
COc1cccc(CNC(=O)CCC2CCCN(C(=O)c3cccc(Cl)c3)C2)c1 (stereo not given)
→ ?	?	6%

# Compounds listed so far with a tert-butyl group:
# Every second line gives: DT40 TDP1 CPT	DT40 TDP1 no CPT	TDP1 block
CCOC(=O)C1=C(O)C(=O)N(Cc2ccc(C(C)(C)C)cc2)CC1
→ ?	-23%	.
Cc1ccc(-c2nc3cc(C)c(Br)c(C)n3c2CC(C)(C)C)cc1
→ 9.2µM*	16µM*	.

# Four compounds out of the list, sorted by count of non-hydrogen atoms, ascending.
# Every second line gives: DT40 TDP1 CPT	DT40 TDP1 no CPT	TDP1 block
Cc1oc2ccc(O)cc2c1C(=O)c1ccc(F)cc1
→ -25%	-12%	.
O=C(Nc1ccn(Cc2ccccc2)n1)c1cccc(F)c1
→ 4%	-29%	-1%
CCOc1ccc(-n2c(-c3ccccc3)c[n+]3c2CCC3)cc1
→ 1µM*	1µM*	5%
COc1cc(/C=N/NC(N)=S)ccc1OCC(=O)Nc1ccc(C)cc1
→ ?	-27%	-4%

# (more compounds)
# Every second line gives: DT40 TDP1 CPT	DT40 TDP1 no CPT	TDP1 block
O=C(CCCC(=O)OCC(=O)c1ccc(F)cc1)Nc1cc(C(F)(F)F)ccc1Cl
→ 0%	1%	6%
COc1ccccc1Nc1nnc(SCC(=O)NC2CC2)s1
→ 11%	-16%	2%
O=C(COC(=O)c1cc(S(=O)(=O)N2CCOCC2)ccc1F)NCc1ccc2c(c1)OCO2
→ -2%	0%	0%
COc1ccc(/C=N/OCC(=O)N2CCCC2)c(OC)c1
→ 1%	-18%	-8%
O=C(NCCN1CCN(S(=O)(=O)c2ccc(F)cc2)CC1)C(=O)NCc1ccccc1
→ 11%	-20%	5%
CN1CCN(S(=O)(=O)c2ccc(F)cc2)CC1
→ -9%	-4%	.
CCCc1c(-c2ccc(Cl)cc2)ncn1Cc1ccccc1OC
→ 12µM*	21µM*	.
Cc1cc(C)cc(NC(=O)c2cc(Cl)sc2Cl)c1
→ -14%	?	-9%
Cc1nc(CCN2C(=O)c3ccccc3C2=O)cs1
→ -2%	-5%	6%
N#Cc1ccccc1NC(=O)CSc1nnc(-c2ccncc2)o1
→ 1%	-14%	8%
Cc1cc(C)c2c3c(sc2n1)C(=O)N(c1ccccc1C)CC(=O)N3
→ 16%	-23%	5%
COc1ccc(NC(=O)CN(C)C2=NS(=O)(=O)c3ccccc32)cc1Cl
→ -18%	-5%	-1%
NC(=O)CC(NC(=O)Cc1ccc(Cl)cc1)c1ccc(NCCCN2CCCC2=O)c([N+](=O)[O-])c1 (stereo not given)
→ 0%	-19%	.
O=C(Nc1ccc(NC(=O)c2cccs2)cc1)c1ccco1
→ -19%	?	5%
O=C(C1CCCCC1)N1C[C@H](n2cc(-c3ccc(F)cc3)nn2)[C@@H](O)C[C@@H]1c1ccc(Cl)cc1
→ ?	16µM*	.
O=C(CNC(=O)c1ccccc1)NC1(C(=O)NC2CCCCC2)CCCCC1
→ -1%	0%	-5%
CCOC(=O)CSc1nnc(-c2ccccc2)c(-c2ccccc2)n1
→ -19%	-20%	.
O=c1cc(-c2ccco2)nc(SCc2cccc(Cl)c2)[nH]1
→ 5%	-24%	.
COc1ccc(Cl)cc1NC(=S)N(CCN1CCOCC1)C1CCN(C(C)=O)CC1
→ 20%	0%	3%
COc1ccc(CCNC(=O)CCCOc2cc(=O)n(C)c3ccccc23)cc1OC
→ -5%	-23%	0%
COCCCN1C(=O)C(O)=C(C(C)=O)C1c1ccccn1 (stereo not given)
→ 3%	2%	-8%
CCN(CC)CCOc1ccc2c(c1)C(=NNC(=O)c1ccccn1)c1cc(OCCN(CC)CC)ccc1-2
→ 5.2µM*	3.3µM*	-1%
CCOc1ccccc1C(=O)N1CCOCC1
→ -5%	-3%	3%
O=[N+]([O-])C1C(c2ccccc2)=NOC1c1ccccc1O (stereo not given)
→ 2%	2%	.
O=C(COC(=O)[C@@H]1CC(O)CN1S(=O)(=O)c1ccc(Cl)c(Cl)c1)NC(=O)NCc1ccccc1 (stereo not given in full)
→ -21%	-21%	1%
O=C(NCc1ccccc1)c1onc(CSc2ccccc2)c1C(=O)NCc1ccccc1
→ 16µM*	?	.
COc1ccc(-c2ccnc(-n3ncc(C(=O)NCc4cccnc4)c3C3CC3)n2)cc1F
→ -9%[9.04 µM]	16µM*	.
CCOC(=O)C1CCN(c2ncnc3c2oc2ccc(Br)cc23)CC1
→ -23%	?	9%
CC(C)OCCCn1c(SC(C)C(=O)NC2CC2)nc2ccccc2c1=O (stereo not given)
→ 0%	-29%	1%
Cc1ccc(NC(=O)c2ccc3ccccc3n2)cc1S(=O)(=O)N1CCOCC1
→ ?	15µM*	0%
CC(C)CC(=O)Nc1cccc2c1C(=O)N(c1ccccc1)C2=O
→ 3%	3%	5%
CN1CCN(C(=O)c2ccc(C3SCC(=O)N3Cc3ccco3)cc2)CC1 (stereo not given)
→ -6%	-22%	4%
CCn1c(CN2CCOCC2)nnc1SCC(=O)Nc1ccccc1Cl
→ 26%	-8%	0%
Cc1cccc(OCCCCN2CCNCC2)c1
→ 6%	-3%	.
CNC(=S)N1CCN(c2nc(-c3ccc(Cl)cc3)cs2)CC1
→ ?	21µM*	.
COC(=O)c1ccc(Cl)c(NC(=O)c2cccc([N+](=O)[O-])c2C)c1
→ -9%	-18%	1%
